UHRF1 binding: human UHRF1 methylated DNA binding inhibitors; UHRF1 binding to methylated oligo, TR-FRET; inhibition, % at 4.4 µM; actives 0.75% (n = 370,000); AID 687016; in the data active = inhibition above about 21%;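 also: UHRF1 SRA domain binding a hemimethylated CpG hairpin DNA probe; 0% = median of test compound wells and 100% = reference inhibitor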
PRMT1 inh: blocks human protein arginine methyltransferase 1; recombinant PRMT1, activity-based probe fluorescence polarization; inhibition, % at 2.79 µM; actives 1.3% (n = 370,000);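 active = inhibition above about 21% made by adding two undisclosed values, limit read from the data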
Target sequence (Q99873 whole entry, looked up): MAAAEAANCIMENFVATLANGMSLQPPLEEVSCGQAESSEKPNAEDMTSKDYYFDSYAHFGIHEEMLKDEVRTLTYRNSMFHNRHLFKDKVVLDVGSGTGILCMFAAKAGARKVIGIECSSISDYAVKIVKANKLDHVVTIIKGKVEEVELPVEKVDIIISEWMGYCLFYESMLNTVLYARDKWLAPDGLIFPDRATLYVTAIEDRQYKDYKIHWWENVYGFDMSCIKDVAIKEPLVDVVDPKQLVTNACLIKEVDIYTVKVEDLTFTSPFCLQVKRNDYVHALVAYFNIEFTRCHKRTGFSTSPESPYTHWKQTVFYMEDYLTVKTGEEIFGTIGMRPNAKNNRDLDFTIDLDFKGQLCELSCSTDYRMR
rCAG RNA binder: molecules binding r(CAG) RNA repeats. inhibition, % at 3 µM. AID 651821. actives 1.3% (n = 370,000). r(CAG) RNA repeat, TO-PRO-1 dye displacement fluorescence;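 active = inhibition above the plate cutoff, the mean of all test compounds on that plate plus 3 SD, cut at about 35% in these data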;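 also: 0% = DMSO alone and 100% = 100 µM mitoxantrone as full dye displacement; higher means more dye released from RNA so lower well fluorescence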
ABHD4 inh: inhibits mouse alpha/beta hydrolase domain 4 | Q8VD66 | purified mABHD4, FP-Rh probe fluorescence polarization | inhibition, % at 8.92 µM | actives 0.54% (n = 370,000) | AID 720543;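 active = inhibition exceeding the mean over every tested compound plus 3 SD, cut at about 30% in these data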;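 also: 0% = plate median of compound wells and 100% = S159A mutant with DMSO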
Target sequence (Q8VD66 whole entry, looked up, the tested form may be a part): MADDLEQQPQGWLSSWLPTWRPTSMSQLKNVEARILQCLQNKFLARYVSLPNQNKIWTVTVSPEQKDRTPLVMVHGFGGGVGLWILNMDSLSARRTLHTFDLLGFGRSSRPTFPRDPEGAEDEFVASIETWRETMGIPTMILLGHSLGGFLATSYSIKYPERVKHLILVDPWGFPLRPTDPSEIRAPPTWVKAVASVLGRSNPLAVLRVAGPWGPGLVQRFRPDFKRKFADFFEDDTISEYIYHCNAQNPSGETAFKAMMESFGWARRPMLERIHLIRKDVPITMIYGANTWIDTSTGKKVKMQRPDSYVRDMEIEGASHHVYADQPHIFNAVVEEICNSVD
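Assay system: wild-type mouse ABHD4 protein; compound: single nominal dose of 8.92 µM, 0.89% DMSO final; schedule: 45 min + 60 min at 25 °C; measured by: FP readout, ex 525 nm / em 598 nm; evaluation: % inhibition of FP-Rh probe binding versus controls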
LEDGF integ inh: blocks HIV-1 LEDGF/p75-dependent DNA integration | TR-FRET IN-LEDGF/p75 DNA integration, Eu/Cy5 | inhibition, % at 3.7 µM | actives 0.64% (n = 370,000) | AID 743269;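 active = inhibition above the screen-wide mean plus 3 SD, cut at about 13% in these data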;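 also: signal is the Cy5 over europium emission ratio at 671 and 618 nm; 0% = plate median of compound wells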
TCR-CD3 inh: human TCR-CD3 binding inhibition | AID 651800 | actives 0.37% (n = 360,000) | TAMRA-labeled TCR probe fluorescence, biochemical | inhibition, % at 9.4 µM; in the data active = inhibition above about 19%;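 also: recombinant mutant TCR 2C K166C tagged with TAMRA read by polarization; 0% = receptor in buffer alone and 100% = receptor with positive control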
NR1D1 modulator: Rev-erb alpha (human) modulation. Rev-erbα–FITC-DNA binding, fluorescence polarization, 90 min. actives 0.79% (n = 370,000). activity, % at 10 µM. P20393;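 active = activity above about 14%, limit read from the data; passing the limit was not always enough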;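 also: 0% = DMSO wells with 35 nM protein and 100% = DMSO wells with 750 nM protein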
MBD2 inh: blocks human MBD2 binding to methylated DNA | TR-FRET, MBD2 binding to methylated oligonucleotide | inhibition, % at 4.4 µM | actives 0.31% (n = 370,000) | AID 686964; in the data active = inhibition above about 13%
HTRA1 inh: inhibitors of human serine peptidase HTRA1; inhibition, % at 5.96 µM; actives 0.5% (n = 340,000); AID 504803; recombinant HTRA1, FP-rhodamine activity-based probe, fluorescence polarization; Q92743; in the data active = inhibition above about 36%;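 also: 0% = enzyme with DMSO and 100% = wells lacking enzyme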
PG9 Ab binder: small molecules binding HIV-1 gp120 antibody PG9; actives 0.43% (n = 360,000); inhibition, % at 6.7 µM; TR-FRET gp120-PG9 antibody binding; AID 624416; in the data active = inhibition above about 8.5%
Active calls of the source: *; nt = no result given. An excerpt, so the mix of outcomes need not match the whole.

Fields: UHRF1 binding | PRMT1 inh | rCAG RNA binder | ABHD4 inh | LEDGF integ inh | TCR-CD3 inh | NR1D1 modulator | MBD2 inh | HTRA1 inh | PG9 Ab binder
> Cn1cc(Br)c(C(=O)Nc2sc3c(c2C(N)=O)CCC3)n1
→ -1 | 1 | 25 | -5 | 3 | -4 | 1 | -2 | -9 | 1.3
> CN(C)CCNC(=O)c1ccc(Cl)c2cc3ccccc3nc12
→ 31* | 3 | 9 | 2 | 1 | 5 | 10 | 51* | 1 | -13
> Cc1cc(N(CC(=O)O)S(C)(=O)=O)ccc1Br
→ 1 | -4 | 1 | -1 | -3 | 6 | -1 | -3 | 7 | -0.3
> CCOC(=O)C1=C(COC(=O)c2cc(S(=O)(=O)N(C)C)ccc2C)NC(=O)NC1C (stereo unspecified)
→ 3 | -5 | -3 | 2 | 2 | 2 | 6 | -5 | 8 | 1.1
> CC(C)Cc1ccc(CN2CCCC(NC(=O)CCn3cnnn3)C2)cc1 (stereo unspecified)
→ 3 | 2 | -9 | 3 | -3 | -2 | -9 | 3 | 1 | -2.2
> O=C(NC1CCCCC1)C(C1CC1)N1CCc2ccccc2C1 (stereo unspecified)
→ -1 | 0 | 1 | 3 | 2 | 9 | -5 | -10 | nt | 1.1
> CC(=O)c1cccc(NC(=O)C(C)OC(=O)CCN=C2NS(=O)(=O)c3ccccc32)c1 (stereo unspecified)
→ -1 | 2 | 1 | 6 | 1 | 0 | 5 | -1 | 90* | -0.8
> c1ccc2c(c1)nc1n2CCC1
→ 3 | 2 | 3 | -4 | 0 | 1 | -3 | 1 | 0 | 0.6
> O=C(NC1=NCCS1)C1COc2ccccc2O1 (stereo unspecified)
→ -1 | 1 | 0 | 8 | 0 | -8 | 4 | 2 | -1 | 0.4
> CCN(c1ccccc1C)S(=O)(=O)c1cc2c3c(c1)CCN3C(=O)CC2
→ 0 | 3 | -3 | 3 | 2 | 1 | -1 | -2 | 7 | -1.2
> Cc1ccccc1OCC(=O)OCC(=O)NC12CC3CC(CC(C3)C1)C2
→ -1 | 4 | -2 | 5 | 1 | 4 | 2 | 1 | -8 | 0.2
> COc1ccc(S(=O)(=O)NCCSCc2ccco2)cc1
→ 1 | 8 | 7 | -6 | -1 | 4 | 0 | -1 | -12 | 0.5
> CCOC(=O)C1=C(COC(=O)CCOc2cc(C)ccc2C)NC(=O)NC1C (stereo unspecified)
→ 6 | 8 | -2 | -15 | -1 | -3 | 6 | 5 | -12 | 1.1
> COc1cccc(-c2cc(C(=O)Nc3cc(C)nn3-c3ccccc3)no2)c1
→ -1 | -1 | -1 | 4 | 1 | 1 | -1 | -1 | 0 | 0.6
> COc1ccnc(Oc2ccc(F)cc2)c1C(=O)N/C=N/OCc1cccc(F)c1
→ 9 | -6 | -3 | -3 | 1 | -5 | 2 | 4 | 2 | -1.5
> COc1cccc(NC(=O)CSc2nnnn2C(C)C)c1
→ 0 | -2 | 0 | 0 | 0 | 0 | -3 | -3 | -3 | 0.0
> Cc1ccc2cccc(N)c2n1
→ -8 | 0 | -2 | 5 | 6 | 10 | -9 | -3 | 12 | -2.4
> CC1CCC(C(C)C)C(OC(=O)COC(=O)c2ccc(N)cc2)C1 (stereo unspecified)
→ -2 | 2 | 1 | -2 | -1 | 9 | -1 | -5 | -20 | -3.0
> N=c1n(CC(=O)c2cccc([N+](=O)[O-])c2)c2ccccc2n1Cc1ccccc1
→ 0 | 0 | 5 | 0 | -3 | 3 | 0 | -2 | -8 | -3.7
> Cc1ccc(/C(N)=N/OC(=O)CCc2ccccc2)cc1
→ 6 | 1 | -5 | -16 | -8 | -4 | 0 | 7 | -2 | -1.4
> O=C(Nc1ccon1)c1csc2c1CCCC2
→ 0 | 7 | -2 | 1 | 4 | -3 | -1 | 1 | -2 | 0.1
> Cc1cc(C)cc(OCCCCCNCCO)c1
→ 4 | 3 | -1 | 9 | 4 | 0 | -2 | -3 | 6 | -0.2
> CCOC(=O)C1CCN(C(=O)CN2C(=O)c3ccccc3Sc3ncccc32)CC1
→ 5 | 3 | -1 | 9 | 1 | -3 | 4 | -3 | -2 | 1.0
> Cc1ccc(S(=O)(=O)N2CCC(C(=O)N3CCN(c4ccccn4)CC3)CC2)cc1
→ 1 | -1 | -3 | 8 | -2 | 10 | 10 | 0 | -4 | -1.4
> Clc1ccccc1Oc1cnc2ccccc2n1
→ -1 | 1 | -3 | 3 | -6 | 1 | -1 | -1 | 5 | -1.1
> COc1cccc(N2CCN(S(=O)(=O)c3ccc(CN4C(=O)c5cccnc5C4=O)cc3)CC2)c1
→ 1 | 3 | 2 | 2 | -4 | 4 | -1 | 3 | 4 | -0.7
> Cc1cc(C)cc(NC(=O)C2CC3CCC2C3)c1 (stereo unspecified)
→ -1 | -2 | -6 | -8 | -6 | 2 | 4 | 0 | -7 | -0.4
> CC(C)C[C@H]1CN=C(Nc2ccccc2)N1CCCC1CCCC1
→ 8 | -1 | 0 | 6 | -1 | 4 | -3 | -5 | -11 | -1.2
> COC(=O)C1=C(COc2ccccc2)NC(=O)NC1c1ccc(Cl)cc1 (stereo unspecified)
→ 0 | -3 | -5 | -4 | -2 | -1 | -2 | -4 | nt | -3.1
> C/C=C/c1cc(OC)c2c(c1)[C@H](C)[C@@H](c1ccc(O)c(OC)c1)O2
→ -3 | -4 | 1 | -6 | 5 | 4 | 9 | -6 | -7 | -1.4
> COc1cccc2sc(Nc3nnc(-c4ccc(F)cc4)o3)nc12
→ -5 | -6 | 62* | 10 | -2 | 1 | 0 | 1 | 9 | 0.0
> CCOC(=O)N1CCC(Nc2c(-c3ccc(C)cc3)c(=O)c2=O)CC1
→ -2 | 2 | -5 | 7 | -1 | 4 | -3 | -2 | 2 | -0.9
> CCCC[C@@H](CCCc1ccc(F)cc1)CCC(=O)N(c1ccccc1)c1ccccc1
→ 2 | 1 | 6 | 0 | -4 | nt | 2 | 2 | nt | nt
> Cc1cc2nn(-c3cccc4ccccc34)nc2cc1N
→ 2 | 2 | 10 | 21 | 1 | 4 | 3 | 5 | -8 | 0.9
> C/C(=N\NC(=O)c1cccc(N/N=C(\C)c2ccc([N+](=O)[O-])cc2)c1)c1ccc([N+](=O)[O-])cc1
→ 1 | 5 | 3 | 4 | -2 | -4 | 2 | -5 | 8 | -0.6
> Cc1cccc(NC(=O)c2cc(C)nc3ccccc23)c1
→ 5 | 2 | 0 | 1 | 2 | 0 | -3 | -6 | -5 | -0.5
> CCN(Cc1nc2cc(Cl)ccc2c(=O)[nH]1)C(=O)c1cc(C2CC2)nn1-c1ccccc1
→ 3 | 4 | 3 | -4 | -1 | -7 | -1 | -1 | -37 | 2.0
> CCOC(=O)CSc1nnc(-c2cccnc2)o1
→ -2 | -1 | -3 | 4 | -1 | 6 | -2 | 2 | 0 | -2.6
> COc1cccc(NC(=O)N(C)C[C@H]2OCc3ccccc3-c3c(n(C)c4ccccc34)C(=O)N([C@H](C)CO)C[C@H]2C)c1
→ -2 | 1 | 9 | -3 | 2 | 0 | 0 | -1 | nt | -1.0
> Cc1cc(C)cc(OCC(=O)N/N=C\c2cn(C)nc2C)c1
→ -4 | -3 | -3 | -4 | 3 | -1 | 0 | -1 | 0 | 0.6
> COc1ccc(-c2noc(-c3ccc(C)cc3)n2)cc1
→ 2 | -5 | 2 | -11 | -2 | 4 | 6 | -7 | -10 | -2.1
> Cc1ccc(S(=O)(=O)N2CCC(C(=O)OCC(=O)N(CCC#N)c3ccc(F)cc3)CC2)cc1C
→ 7 | 9 | -5 | -11 | 1 | 1 | 2 | 4 | -8 | 1.3
> CC(C)CN(C(=O)Cn1nnc(-c2ccc(F)cc2)n1)C1CCS(=O)(=O)C1 (stereo unspecified)
→ 1 | 2 | -1 | 3 | -6 | -7 | 2 | 1 | 5 | -0.8
> CCCCC(=O)N/N=C(\C)CC(=O)Nc1ccccc1Br
→ 0 | 6 | 0 | 5 | -2 | -2 | -3 | -5 | -1 | 1.5
> Cc1cc(C)n2c(SCCO)nnc2n1
→ 1 | -2 | -6 | 1 | 1 | -6 | -3 | 0 | 3 | -2.5
> CCN(C(=O)Cc1cccs1)c1nnc(-c2cc(OC)c(OC)c(OC)c2)s1
→ 3 | 5 | 6 | -16 | -3 | -3 | -1 | 6 | -15 | 0.9
> Cc1nc(C)c(C(=O)Nc2ncc([N+](=O)[O-])s2)o1
→ 5 | 14 | 31 | 22 | 9 | 17 | -4 | -3 | 7 | -0.2
> Cc1cc(C)nc(SCc2cc(=O)c(OC(=O)c3ccco3)co2)n1
→ 1 | 2 | -6 | 4 | 1 | -8 | 2 | 3 | 4 | 1.4
> COc1ccc(CNc2ccc(C)cc2)cc1Br
→ 6 | 4 | -1 | -12 | 3 | -8 | -6 | 4 | -7 | 1.6
> O=C(c1ccc(OC2CCN(C/C=C/c3ccc(F)cc3)CC2)cc1)N1CCCC1
→ 4 | -1 | -6 | -1 | 1 | 4 | -4 | 2 | -2 | -1.0
> C/C(=N\NC(=O)COc1ccc(C(C)(C)C)cc1)c1ccc(OC(F)F)cc1
→ -1 | -2 | -2 | 2 | -1 | 3 | -3 | 1 | -26 | -1.2

Among those listed so far, seven contain fluorine:
Fields: UHRF1 binding | PRMT1 inh | rCAG RNA binder | ABHD4 inh | LEDGF integ inh | TCR-CD3 inh | NR1D1 modulator | MBD2 inh | HTRA1 inh | PG9 Ab binder
> COc1ccnc(Oc2ccc(F)cc2)c1C(=O)N/C=N/OCc1cccc(F)c1
→ 9 | -6 | -3 | -3 | 1 | -5 | 2 | 4 | 2 | -1.5
> COc1cccc2sc(Nc3nnc(-c4ccc(F)cc4)o3)nc12
→ -5 | -6 | 62* | 10 | -2 | 1 | 0 | 1 | 9 | 0.0
> CCCC[C@@H](CCCc1ccc(F)cc1)CCC(=O)N(c1ccccc1)c1ccccc1
→ 2 | 1 | 6 | 0 | -4 | nt | 2 | 2 | nt | nt
> Cc1ccc(S(=O)(=O)N2CCC(C(=O)OCC(=O)N(CCC#N)c3ccc(F)cc3)CC2)cc1C
→ 7 | 9 | -5 | -11 | 1 | 1 | 2 | 4 | -8 | 1.3
> CC(C)CN(C(=O)Cn1nnc(-c2ccc(F)cc2)n1)C1CCS(=O)(=O)C1 (stereo unspecified)
→ 1 | 2 | -1 | 3 | -6 | -7 | 2 | 1 | 5 | -0.8
> O=C(c1ccc(OC2CCN(C/C=C/c3ccc(F)cc3)CC2)cc1)N1CCCC1
→ 4 | -1 | -6 | -1 | 1 | 4 | -4 | 2 | -2 | -1.0
> C/C(=N\NC(=O)COc1ccc(C(C)(C)C)cc1)c1ccc(OC(F)F)cc1
→ -1 | -2 | -2 | 2 | -1 | 3 | -3 | 1 | -26 | -1.2

Assay outcomes deposited in PubChem by several laboratories.
